# iPSC survival up – enhancers of human iPSC single-cell survival; hiPSC single-cell survival, ATPlite luminescence; 100% = ROCK inhibitor wells, 0% = DMSO; actives 0.044% (n = 360,000); survival enhancement, % at 20 µM; in the data active = survival enhancement above about 18%;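 note: cells exposed to compounds for 16 hours before the ATP read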
# m5-HT2A agonist – mouse HTR2A agonism via beta-arrestin recruitment; actives 0.66% (n = 360,000); activation, % at 7.6 µM; AID 624169; CHO-K1 mHTR2A beta-arrestin complementation, luminescence; percent of 30 µM serotonin response; P35363;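 active = activation above a run cutoff, the mean activation of all tested compounds plus 3 SD, cut at about 14% in these data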;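 note: 0% = plate median of compound wells and 100% = 30 µM serotonin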
# Glyco luc inh – blocks N-linked glycosylation in D54 reporter cells | D54 ERlucT glycosylation luciferase reporter, 24 h; percent of 100 nM tunicamycin response | reporter increase, % at 12.5 µM | actives 0.23% (n = 360,000) | AID 588692;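 active = mean luciferase reporter signal, scaled so untreated is 0 and the glycosylation-blocking control 100, at or above a set limit in every replicate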;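 note: luciferase carries N-glycosylation sites so blocking glycosylation raises the light; 0% = median of neutral control wells and 100% = median of 100 nM tunicamycin wells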
# Granule exo inh – blocks lytic granule exocytosis; inhibition, % at 10 µM; TALL-104 LAMP-1 surface exposure, flow cytometry; cells stimulated with thapsigargin and PMA; actives 0.66% (n = 360,000); AID 651702;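 active = inhibition above about 55%, limit read from the data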
# MC4R antagonist – blocks human MC4R cAMP signaling; P32245; inhibition, % at 6.5 µM; MC4R-expressing cells, MTII-stimulated cAMP, LANCE TR-FRET; actives 0.48% (n = 360,000);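 active = inhibition above its plate's cutoff, the mean of tested wells on that plate plus 3 SD, cut at about 29% in these data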;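 note: 0% = Melanotan II alone and 100% = Melanotan II plus saturating MCL0020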
#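 Assay system: U2OS cells stably expressing human melanocortin 4 receptor (MC4R) / Dosing: 6.5 µM / Timing: compound 30 min, challenge 1 h, detection 1 h / Measured by: Eu-cAMP/anti-cAMP TR-FRET, emission 671 nm / Replicates: singlicate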
# ABCB6 inh 2 – inhibitors of human ABC transporter ABCB6; Q9NP58; K562-ABCB6 porphyrin accumulation, flow cytometry, 1 h; hits give low values; fluorescence ratio to DMSO, % at 10 µM; actives 0.19% (n = 360,000); AID 602162;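 active = fluorescence ratio to DMSO below 75%, the collection mean minus 3 SD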;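 note: signal is porphyrin accumulated inside mitochondria; 100% equals median channel fluorescence of DMSO control wells; lower ratio means ABCB6 inhibition with less porphyrin fluorescence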
# aDG glyco act – alpha-DG glycosylation activation; Pro5-aDG cells, alpha-DG glycosylation AlphaScreen (IIH6); 0% Pro5, 100% B10-LARGE cell signal; activation, % at 10 µM; actives 0.22% (n = 360,000); AID 624168;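 active = activation of at least 8% versus controls, or a plate z-score of at least 8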;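 note: Pro5 are CHO cells carrying HIG-tagged alpha-DG that lacks glycosylation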
# ABHD5-PLIN5 inh – blocks binding of human ABHD5 to perilipin-5. actives 0.78% (n = 360,000). Split G. princeps luciferase complementation, luminescence, 4 h. inhibition, % at 4 µM;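 active = inhibition above the mean inhibition across every tested compound plus 3 SD, cut at about 22% in these data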;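 note: 0% = DMSO only wells and the 100% control is not disclosed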
# Target sequence (Q00G26 whole entry, looked up): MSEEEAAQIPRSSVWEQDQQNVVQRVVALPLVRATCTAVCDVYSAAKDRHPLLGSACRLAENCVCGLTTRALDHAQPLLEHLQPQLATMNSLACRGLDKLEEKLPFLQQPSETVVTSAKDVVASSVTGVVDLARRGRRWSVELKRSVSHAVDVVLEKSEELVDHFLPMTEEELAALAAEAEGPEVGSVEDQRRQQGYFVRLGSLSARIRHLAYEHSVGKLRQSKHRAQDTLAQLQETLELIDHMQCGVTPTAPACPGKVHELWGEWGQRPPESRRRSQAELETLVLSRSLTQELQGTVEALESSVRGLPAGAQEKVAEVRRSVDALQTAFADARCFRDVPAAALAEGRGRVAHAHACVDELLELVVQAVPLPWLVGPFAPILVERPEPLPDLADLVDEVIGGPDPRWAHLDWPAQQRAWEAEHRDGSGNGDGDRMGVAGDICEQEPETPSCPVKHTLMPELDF
# Target sequence (Q8WTS1 whole entry, looked up): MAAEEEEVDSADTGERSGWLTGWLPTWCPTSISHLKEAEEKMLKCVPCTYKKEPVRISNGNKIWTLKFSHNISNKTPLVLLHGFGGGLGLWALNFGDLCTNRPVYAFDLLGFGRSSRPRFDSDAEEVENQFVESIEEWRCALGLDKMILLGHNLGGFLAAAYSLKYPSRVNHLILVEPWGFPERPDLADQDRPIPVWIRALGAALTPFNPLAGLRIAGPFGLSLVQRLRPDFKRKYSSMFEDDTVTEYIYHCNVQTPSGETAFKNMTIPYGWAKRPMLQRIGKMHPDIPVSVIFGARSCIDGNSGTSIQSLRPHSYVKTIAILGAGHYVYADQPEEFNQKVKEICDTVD
# H9c2 protect – protects H9c2 cardiomyocytes from peroxide injury | actives 0.63% (n = 360,000) | protection from H2O2 cell death, % at 20 µM | AID 588492 | H2O2 injury protection, ATPLite, 2 h;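 active = compounds giving at least 50% protection of heart cells from peroxide-induced death in the single-dose screen, raw or plate-pattern-corrected value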;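 note: 0% = DMSO wells with peroxide and 100% = DMSO wells without peroxide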
# MC4R barr agon – agonists of human melanocortin 4 receptor (MC4R) beta-arrestin. P32245. activation, % at 8.9 µM. actives 0.98% (n = 360,000). U2OS MC4R beta-arrestin complementation, luminescence; percent of melanotan II response, DMSO zero;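 active = activation above a per-plate cutoff, the mean activation of sample wells on that plate plus 3 SD, cut at about 8% in these data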
# An asterisk follows results filed as active; / = no result given.
SMILES,iPSC survival up,m5-HT2A agonist,Glyco luc inh,Granule exo inh,MC4R antagonist,ABCB6 inh 2,aDG glyco act,ABHD5-PLIN5 inh,H9c2 protect,MC4R barr agon
O=C(c1ccc(S(=O)(=O)Nc2ccccc2Cl)cc1)N1CCOCC1,0.8,-1,2,1,2,94,0.0,-3,-2,-2.0
COc1cccc2c(SCC(=O)N/N=C/c3ccc(O)c(O)c3)cc(C)nc12,-1.1,-1,-6,4,6,93,0.2,-1,67*,-3.0
CCCCCn1c(N(C)Cc2ccccc2)nc2c1c(=O)[nH]c(=O)n2C,0.3,-3,-2,6,8,92,0.1,5,-11,1.4
O=C(C1=NNCC1c1ccccc1)C1OC1c1ccccc1 (stereo not drawn),-0.1,-2,-6,4,1,100,0.1,10,-1,-1.2
CCC(C)(C(=O)Nc1c(C)cccc1C)N(C)C(=O)c1ccc2ccccc2n1 (stereo not drawn),-0.3,2,-2,6,15,98,0.0,2,-1,-3.0
COc1ccccc1-c1cc(C(F)(F)F)nc(S(=O)(=O)CCCC(=O)Nc2cccnc2Cl)n1,-0.7,-2,-6,28,4,96,-0.2,32*,-19,-3.0
CCOCCCNC(=S)NCCNc1nc2c(C)cccc2cc1C#N,3.1,0,2,10,-15,101,0.1,4,9,2.5
CCCN1Cc2cccc(C(=O)NCCc3cccc(C)c3)c2C1=O,0.7,-1,-3,-7,3,99,0.0,-6,-2,-0.3
O=C1c2ccccc2C(=O)N1CCCCN(C(=O)c1cc([N+](=O)[O-])ccc1Cl)c1ccc(Cl)cc1,-0.6,2,-2,-5,18,92,-0.3,-2,6,-3.6
Cc1cc(C)c(OCC(=O)OCC(=O)NCC2CCCCC2)c(C)c1,0.6,-6,2,-1,4,90,0.0,-6,0,-1.2
O=C1Nc2ccc(Br)cc2C1(O)Cc1ccncc1 (stereo not drawn),-1.4,-4,2,-3,4,93,0.0,4,-2,-1.1
Cc1ccc(OCc2cc(C(=O)Nc3ccccc3)oc2C)cc1,3.6,-3,-1,2,13,103,0.0,-3,-17,1.9
O=C(OCc1nnc(-c2ccc([N+](=O)[O-])cc2)o1)C1CCN(C(=O)c2ccc(F)cc2)CC1,-0.5,6,1,-3,-2,94,0.0,8,-5,0.2
O=C(NNC(=S)NC(=O)c1cccs1)c1ccc(NC(=O)c2ccccc2)cc1,-0.9,1,-4,-4,0,100,0.8,-6,13,-4.9
COC(=O)c1nn(-c2ccc(OC)cc2)c(=O)cc1O,-1.2,6,2,4,-5,99,0.0,-2,1,-0.2
Cc1ccc(C(=O)NC(=S)NNC(=O)CCN2CCOCC2)cc1,2.1,5,-3,2,-10,95,-0.2,4,6,0.8
COc1nc(OC)nc(N2CCC(C(=O)NCc3ccco3)CC2)n1,-0.8,-3,1,3,0,92,-0.1,-3,4,-0.6
Cc1ccc(NC(=O)CN2CCN(CCN=CC3=C(O)CC(C)(C)CC3=O)CC2)cc1,0.4,3,2,-2,-2,92,0.0,2,0,0.8
CCSc1nnc(-c2ccc(OC)cc2)o1,-2.2,3,-6,-3,-3,102,1.5,3,-12,-0.9
Cc1cccc(NC(=O)c2ccc(S(=O)(=O)N(C)c3ccccc3)cc2)n1,3.9,4,-4,-8,0,103,-0.3,-5,0,-0.1
CC1Cc2ccccc2N1C(=O)CCNS(=O)(=O)c1cccc2nsnc12 (stereo not drawn),3.9,5,1,-13,26,96,-0.1,6,-10,0.1
Cc1ccccc1NS(=O)(=O)c1ccc(C(=O)NCc2ccccc2CN2CCCC2)cc1,-2.3,-3,-5,0,4,95,0.2,4,-3,-0.8
CC(C)CN(C(=O)CN(C)C(=O)c1ccco1)c1c(N)n(CC(C)C)c(=O)[nH]c1=O,-0.3,4,4,0,3,100,-0.1,0,-2,-0.1
Cc1oc(-c2ccc(Cl)cc2)nc1CN1CCCN(C(=O)c2ccco2)CC1,1.0,-12,-1,7,7,85,-0.1,3,-2,-1.7
O=C(NC1CCCCC1)C(c1ccccc1)N(Cc1ccco1)C(=O)Cn1cnc2ccccc21 (stereo not drawn),-2.2,4,2,-2,4,97,1.3,7,22,-1.2
c1coc(CNc2nc(-c3ccncc3)cs2)c1,1.2,10,0,0,6,89,0.2,0,-6,-2.5
Nc1ccccc1SC/C=C/CSc1ccccc1N,1.9,-9,-1,-7,4,93,-0.1,-3,-9,0.8
COc1ccc(NC(=O)c2cc(CC(C)C)on2)cc1OC,-2.7,4,-1,1,5,99,-0.4,1,-4,0.9
CSc1ccc(C#N)cc1NC(=O)c1ccc(Cl)nc1,0.2,1,1,2,6,101,-0.6,-1,-6,-1.1
Nc1ccc(-c2nc3cc([N+](=O)[O-])ccc3o2)cc1,0.2,1,-9,-2,11,97,-0.1,4,-9,-0.8
COc1ccc(CC2c3cc(OC)c(OC)cc3CC[N+]2(C)CCC(=O)OCCCCCOC(=O)CC[N+]2(C)CCc3cc(OC)c(OC)cc3C2Cc2ccc(OC)c(OC)c2)cc1OC (stereo not drawn),-1.5,-1,-3,-3,-1,87,0.2,6,-4,0.1
CC(C)NS(=O)(=O)c1ccc(OCC(=O)Nc2cccc3ccccc23)cc1,-0.4,-6,-3,0,1,92,-0.1,-6,0,-0.4
O=C(CC(SCCO)c1ccc(F)cc1)c1ccco1 (stereo not drawn),-2.6,2,5,-11,0,100,0.2,15,-16,0.3
COc1cccc(NC(=O)CSc2nc3ccccc3n2C)c1,-3.9,-4,-3,2,0,96,0.0,-8,10,-1.2
CCN(CC(=O)Nc1c(F)cccc1F)C(=O)CCNS(=O)(=O)c1ccccc1C(F)(F)F,1.0,8,1,-2,8,94,0.3,-6,-3,-3.0
CCOC(=O)c1c(NC(=O)CSc2nnnn2-c2ccc(OC)cc2)sc(C)c1C,-0.9,-2,2,1,2,95,0.0,-5,2,-0.4
COc1cccc(OCCn2c(C)c(/C=N/n3cnnc3)c3ccccc32)c1,-0.9,-2,-1,3,-3,87,-0.2,12,10,9.7*
Oc1ccc(-c2csc(-c3cccnc3)n2)c(O)c1,-2.1,-4,0,-1,-39,111,-0.3,2,-13,-2.4
C=CCNC(=O)c1ccccc1NS(=O)(=O)c1ccc(SC)cc1,-1.6,-8,0,0,4,102,0.0,4,8,-0.1
COC(=O)[C@@H]1CCCN1Cc1c(C(=O)N2CCOCC2)nc2c(C)cccn12,-1.7,-3,1,0,-3,96,-0.5,-2,6,-4.2
CN(C)C(CNC(=O)c1ccco1)c1cccs1 (stereo not drawn),-0.5,3,2,4,11,103,-0.2,-3,6,-3.0
Cc1ccc(O)c(NC(=O)c2cc(-c3ccccc3Cl)on2)c1,3.2,2,3,-3,11,101,0.0,0,-6,0.9
NC(=O)C1(Nc2ccc([N+](=O)[O-])cc2)CCCC1,-3.8,2,2,-1,2,89,-0.2,-2,-1,-1.6
Cc1noc(C)c1CSCC(=O)Nc1cc(Cl)ccc1N1CCCCC1,0.2,3,-6,4,9,92,0.2,-9,-2,-0.2
COc1cc(/C=N\NC(=O)CC#N)ccc1OC/C=C/c1ccccc1,-0.5,-4,-3,-3,5,97,0.0,-3,2,-2.1
CCCC(=O)N1CCCC1(C)C(=O)Nc1cc(C)ccc1C (stereo not drawn),1.0,2,1,-13,10,99,0.2,2,8,0.2
COc1ccc(S(=O)(=O)N2CCc3ccccc32)cc1C(=O)NCCc1ccc(S(N)(=O)=O)cc1,-0.2,-9,-3,0,13,101,-0.1,4,7,-2.7
COC(=O)C1CCN(C(=O)CN2C(=O)NC3(CCC(C)CC3)C2=O)CC1 (stereo not drawn),-0.8,2,-1,1,0,99,0.2,18,-2,0.2
O=C(NCc1ccco1)Nc1ccc2nsnc2c1,0.8,2,-1,8,-2,104,-0.1,38*,0,0.7
N#C/C(=C(/O)COc1ccccc1)c1nc2ccccc2s1,0.8,3,-1,2,10,99,0.0,0,-20,-2.4
CC#CCN(Cc1ccco1)C(=O)C1CCC(=O)N(CCc2cccc(F)c2)C1 (stereo not drawn),-3.2,-5,-1,-24,11,129,-0.1,6,-6,1.1
COc1ccccc1N(C(=O)c1ccco1)C(C(=O)NC1CCCCC1)c1cc(OC)c(OC)c(OC)c1 (stereo not drawn),0.3,-4,1,23,6,94,0.0,6,3,-0.8
COc1ccc(/C=C/C(=O)O)cc1COc1cccc(C)c1,1.1,2,-1,-5,1,98,-0.1,3,3,3.3
COC(=O)[C@@]12C[C@@H](CC(=O)N3CCC(c4ccccc4)CC3)C(=O)N(Cc3ccc4c(c3)OCO4)C1=CCC(C)(C)C2,/,2,/,2,/,/,-0.2,10,/,/
COC(=O)c1c(C(=O)OC)c2ccncn2c1Cl,-4.0,3,2,0,-2,96,0.3,4,-4,0.6
Cc1cccc(-n2c(C)cc(/C=N/n3cnnc3)c2C)c1,-1.9,1,0,-2,0,106,0.5,3,-32,-0.1
CCCCC(=O)N1CCN(c2nc3ccc(OCC)cc3s2)CC1,0.3,-4,-1,-2,20,99,1.2,2,-4,0.0
CCC(=O)Nc1ccc(NC(=O)/C=C/c2ccc(Cl)cc2)cc1,-0.8,3,0,-6,1,97,0.2,1,0,-0.1
O=C(Cc1cc(=O)[nH]c(=O)[nH]1)NCc1ccccc1,5.2,2,2,-1,5,96,0.0,2,11,-0.8
CN(C)C(=O)c1cccc(-c2cnc3c(NC=O)cc(-c4ccc(C(=O)N5CCOCC5)cc4)cn23)c1,1.1,10,-6,-4,-20,95,1.1,16,8,3.9

# By substructure: the entries above with a thiophene ring, fused or not.
SMILES,iPSC survival up,m5-HT2A agonist,Glyco luc inh,Granule exo inh,MC4R antagonist,ABCB6 inh 2,aDG glyco act,ABHD5-PLIN5 inh,H9c2 protect,MC4R barr agon
O=C(NNC(=S)NC(=O)c1cccs1)c1ccc(NC(=O)c2ccccc2)cc1,-0.9,1,-4,-4,0,100,0.8,-6,13,-4.9
CCOC(=O)c1c(NC(=O)CSc2nnnn2-c2ccc(OC)cc2)sc(C)c1C,-0.9,-2,2,1,2,95,0.0,-5,2,-0.4
CN(C)C(CNC(=O)c1ccco1)c1cccs1 (stereo not drawn),-0.5,3,2,4,11,103,-0.2,-3,6,-3.0

# (list continues)
SMILES,iPSC survival up,m5-HT2A agonist,Glyco luc inh,Granule exo inh,MC4R antagonist,ABCB6 inh 2,aDG glyco act,ABHD5-PLIN5 inh,H9c2 protect,MC4R barr agon
O=C(NCCCN1CCCC1=O)c1ccc2c(c1)OCO2,-0.8,2,3,-1,9,106,-0.1,6,2,0.0
COc1ccc(NC(=O)c2cccc(NS(=O)(=O)c3ccccc3)c2)cc1,1.3,0,-1,-3,6,92,0.0,0,-7,-0.8
Cn1nnnc1Sc1ncnc2scc(-c3ccccc3Cl)c12,-1.5,0,-4,-1,7,98,0.1,3,-9,0.3
COC(=O)[C@]12CCCCC=C1N(Cc1ccc(Cl)cc1Cl)C(=O)[C@H](CC(=O)N1CCOCC1)C2,-1.3,2,/,-5,/,101,-0.2,6,/,/
CNC(=S)N(CCc1c(C)[nH]c2ccc(C)cc12)Cc1ccc(OC)c(OC)c1,-0.8,-1,0,5,8,97,-0.2,3,0,0.4
CCOc1ccc(-n2c(=S)sc3c(=O)[nH]c(SCC(=O)NC4CCCCC4)nc32)cc1,6.5,2,0,3,12,104,-0.1,9,0,-2.5
